# Compound activity as filed in PubChem.
# Pin1 inhibitor – inhibitors of human Pin1 | Q13526 | 390,000 tested, 0.009% active | AID 504891 | Potency, µM (titrated, usually from 115 µM), without a hit: top-dose activity, negative = inhibition, most hits filed as inhibitors | Pin1 FP peptide displacement, HiFluor488, 10 min; active = well fitted inhibition curve with a large enough effect in the polarisation, with a control signal flat, not every such curve was filed as active; inconclusive = small, poorly fitted or top-dose-only effect, or effect the other way, or a change in a side signal; inactive = no such curve, though single readings can be large or run the other way; the % refers to the polarisation; note: % is set by controls: 0 for no effect and ±100 for the full control effect
# HP1b binding inh – inhibitors of HP1-beta chromodomain binding to methylated histone tails. AlphaScreen HP1-beta / biotin-H3K9me3 peptide binding. Potency, µM (titrated, usually from 114 µM), inactives show top-dose activity change, negative = inhibition, usual class: inhibitors. AID 540317. P83916. 390,000 tested, 0.56% active; note: nearly all actives have a fitted effect of over 70% in size; inactives centre near 23
#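 HP1-beta protein (50 nM final) preincubated 30 min at room temperature with biotinylated H3(1-18)K9me3 peptide (50 nM) in PBS pH 7.4, 0.01% Tween-20, then compound added for 30 min. AlphaScreen streptavidin donor/nickel chelate acceptor beads (10 ug/mL final), 30 min dark, luminescence read.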
# BAZ2B block – BAZ2B (human) inhibition | Q9UIF8 | AlphaScreen BAZ2B-H3K14Ac peptide displacement | Potency, µM (titrated, usually from 114 µM), for inactives: at the highest dose activity change, negative = inhibition, most hits filed as inhibitors | 360,000 tested, 4.4% active | AID 504333; note: % is set by controls: 0 for no effect and ±100 for the full control effect; nearly all actives have a fitted effect of over 60% in size
#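 BAZ2B 50 nM plus b-H3(5-23)K14Ac 50 nM, PBS pH 7.4/0.01% Tween-20, 30 min RT; compound added (max 110 uM), 30 min RT; streptavidin donor/Ni-chelate acceptor beads 10 ug/mL final, 20 min dark; AlphaScreen read.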
# G9a block – inhibitors of human histone lysine methyltransferase G9a | Q96KQ7 | AID 504332 | 350,000 tested, 8.8% active | Potency, µM (highest dose often 102 µM), inactives show at the highest dose activity, negative = inhibition, hits mostly inhibitors | G9a H3K9 monomethylation, AlphaScreen, 2 h; note: % is set by controls: 0 for no effect and ±100 for the full control effect; nearly all actives have a fitted effect of over 75% in size
#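 G9a (20 nM) was preincubated 15 min with compound, then reacted 2 h at room temperature with 500 nM biotin-H3K9 peptide and 20 µM SAM. Monomethyl-H3K9 detected by AlphaScreen using anti-H3K9me1 antibody.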
# POLI inh – blocks human DNA polymerase iota activity; Q9UNA4; AID 588590; 390,000 tested, 1% active; Potency, µM (doses to about 115 µM), for the others: at the top dose activity, negative = inhibition, usual class: inhibitors; Pol iota fluorescent replication assay, 10 min
#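 Pol iota at 10 nM preincubated 15 min with compounds at room temperature; reaction started with fluorescent substrate, 50 nM final. Fluorescence read kinetically at 0 and 10 min; buffer-only wells as negative control.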
# PGK inhibitor – T. brucei PGK inhibition. P07378. Potency, µM (series often up to 57.5 µM), without a hit: at the highest dose activity change, negative = inhibition, most hits filed as inhibitors. 380,000 tested, 0.043% active. PGK/GAPDH coupled, Kinase-Glo luminescence, 60 min; note: % is set by controls: 0 for no effect and ±100 for the full control effect; nearly all actives have a fitted effect of over 60% in size
#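 Recombinant glycosomal PGK reaction used 1,3-bisphosphoglycerate generated in-well by GAPDH (100nM final) in 100mM TEA pH 7.6, 5mM MgCl2, 0.01% Tween-20. After 60 minutes at room temperature, ATP was read by Kinase-Glo Plus luminescence end-point.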
# JMJD2A Tudor inh – JMJD2A Tudor domain (human) inhibition; O75164; AlphaScreen JMJD2A-Tudor / H3K4me3 peptide binding; Potency, µM (top dose mostly 114 µM), without a hit: top-dose activity change, negative = inhibition, actives largely listed as inhibitors; 390,000 tested, 4.4% active; AID 504339; note: % is set by controls: 0 for no effect and ±100 for the full control effect; nearly all actives have a fitted effect of over 50% in size
# Target sequence (O75164 whole entry, looked up, the tested form may be a part): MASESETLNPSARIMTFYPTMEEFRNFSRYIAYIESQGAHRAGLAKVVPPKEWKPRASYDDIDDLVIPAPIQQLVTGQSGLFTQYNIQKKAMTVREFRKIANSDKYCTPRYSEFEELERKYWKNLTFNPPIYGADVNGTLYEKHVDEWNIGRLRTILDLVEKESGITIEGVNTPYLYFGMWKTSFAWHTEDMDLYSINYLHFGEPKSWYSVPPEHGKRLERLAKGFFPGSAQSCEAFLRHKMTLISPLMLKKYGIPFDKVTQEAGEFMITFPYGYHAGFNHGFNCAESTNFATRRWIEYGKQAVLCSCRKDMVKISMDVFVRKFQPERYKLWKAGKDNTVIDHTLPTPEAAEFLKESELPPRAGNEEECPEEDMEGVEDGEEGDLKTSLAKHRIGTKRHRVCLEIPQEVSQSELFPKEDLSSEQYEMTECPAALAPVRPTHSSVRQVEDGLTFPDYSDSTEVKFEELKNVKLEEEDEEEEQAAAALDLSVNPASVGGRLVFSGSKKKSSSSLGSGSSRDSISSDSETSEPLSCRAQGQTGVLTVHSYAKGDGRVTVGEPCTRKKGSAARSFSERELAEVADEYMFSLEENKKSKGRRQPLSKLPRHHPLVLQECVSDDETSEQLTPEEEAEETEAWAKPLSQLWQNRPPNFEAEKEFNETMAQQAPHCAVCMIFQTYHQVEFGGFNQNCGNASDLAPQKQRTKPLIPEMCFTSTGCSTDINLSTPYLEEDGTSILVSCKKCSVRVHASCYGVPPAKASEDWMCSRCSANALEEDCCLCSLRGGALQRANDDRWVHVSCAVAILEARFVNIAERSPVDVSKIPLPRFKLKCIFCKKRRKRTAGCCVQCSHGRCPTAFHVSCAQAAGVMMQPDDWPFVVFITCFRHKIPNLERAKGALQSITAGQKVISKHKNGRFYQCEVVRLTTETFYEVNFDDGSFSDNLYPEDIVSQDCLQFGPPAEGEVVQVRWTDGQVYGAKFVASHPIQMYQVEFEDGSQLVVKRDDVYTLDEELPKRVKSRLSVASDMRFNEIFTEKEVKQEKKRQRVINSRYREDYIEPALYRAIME
# BLM inh – blocks DNA unwinding by human BLM helicase. P54132. recombinant BLM DNA unwinding, fluorescence dequenching. Potency, µM (series often up to 56.1 µM), for inactives: at the highest dose activity change, negative = inhibition, usual class: inhibitors. 350,000 tested, 0.2% active;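 note: plate controls were vehicle for no effect and no enzyme for full effect; nearly all actives have a fitted effect of over 35% in size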
# GLS inhibitor – inhibitors of human glutaminase (GLS). O94925. GLS enzymatic activity, qHTS titration. Potency, µM (series often up to 45.5 µM), for inactives: at the highest dose activity change, negative = inhibition, usual class: inhibitors. 410,000 tested, 0.21% active. AID 624170; note: % is set by controls: 0 for no effect and ±100 for the full control effect
#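 Assay buffer: 45 mM KH2PO4 pH 8.2, 0.02% Tween-20. hKGA acts on L-glutamine (1 mM solution added); product glutamate is reported by an oxidase/peroxidase Amplex Red coupling, with fluorescence taken at baseline and 30 min.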
# Numbers without * were called inactive; i = inactive; ? = inconclusive; . = no result given; [ ] = dose if it differs, or a comment. Unless noted, calls come from the whole dose curve; as a rule, active = well fitted curve in the direction sought with a large enough effect; inconclusive = small, poorly fitted or top-dose-only effect, or another doubt; inactive = no such curve, though single readings can be large; an effect the other way counts as inactive or inconclusive. Potency is the fitted concentration of half-maximal effect.
SMILES,Pin1 inhibitor,HP1b binding inh,BAZ2B block,G9a block,POLI inh,PGK inhibitor,JMJD2A Tudor inh,BLM inh,GLS inhibitor
O=C(NCCCn1ccnc1)c1cccc(S(=O)(=O)Nc2ccccc2F)c1,-6%,30%,-6%,?,?,-2%,-12%,-2%,1%
O=C(NCCc1ccc(Cl)cc1)c1ccc(CSCc2ccc(Cl)cc2)o1,7%,58%[activator],24%,6%[59 µM],0%,-4%,3%,-10%,5%
Cc1cccc(C)c1N=C1NN=C(c2ccccc2F)CS1,4%,12%,0%,?,10%,-17%,-22%,-6%,-5%
CC1CCN(C(=O)c2scc3c2OCCO3)CC1,3%,16%,-3%,-2%,12%,-9%,5%,-1%,7%
Cc1ccc(NNc2c(C)nc3ccccc3nc2=O)cc1,?,37%,-6%,-5%[59 µM],83%[activator],3%,-11%[11.4 µM],-5%,-5%
Cc1ccc(S(=O)(=O)N2CCCC2C(=O)OCc2ccccc2)cc1 (stereo not given),2%,79%[activator],25%,14%[59 µM],8%,4%,26%,-4%,-3%
CCN(C(=O)COC(=O)COc1ccc2c(C)cc(=O)oc2c1)C1CCS(=O)(=O)C1 (stereo not given),-2%,-3%,4%,2%,39%[activator],i,-15%,2%,1%
CC(=O)c1c(C)[nH]c(C(=O)Nc2cccc(C)c2C)c1C,4%,2%,1%,-8%,32%[activator],9%,-13%,-1%,4%
O=C1S/C(=C/c2ccccc2F)C(=O)N1CCN=C1NS(=O)(=O)c2ccccc21,5%,29%,-5%,-9%[59 µM],2%,3%,-6%,-3%,7%
CCCOC(=O)c1c(N)sc(C(=O)OCC)c1C,-4%,9%,10%,3%[59 µM],55%[activator],-8%,-8%,-6%,-1%
CC(C)(C)c1ccc(OCc2ccc(C(=O)N3CCOCC3)o2)cc1,5%,24%,-7%,4%[0.501 µM],?,3%,-10%,-7%,-27%
Cc1ccc(SCc2c(C(=O)N/N=C/c3ccncc3)nnn2-c2nonc2N)cc1,1%,38%[activator],-3%,-7%,37%[activator],2%,-11%,-3%,1%
CN(C)C(=S)Nc1ccc(N2CCOCC2)cc1,2%,47%[activator],-1%,.,28%,-8%,-4%,0%,38%[activator]
O=C(O)c1cc(=S)nc[nH]1,2%,?,.,.,?,2%,?,.,?
Clc1ccccc1CNCCCSc1nnnn1-c1ccccc1,0%,21%,-2%,-13%[59 µM],7%,-6%,-13%,5%,-6%
C[C@@H]1COC(=O)[C@H](NC(=O)OCC2c3ccccc3-c3ccccc32)C/C=C\C[C@@H](CC(=O)N[C@@H](CO)Cc2ccccc2)C(=O)N1,-1%,32%,.,.,34%[activator],9%,-24%,.,0%
CC(=O)Oc1c(Cl)cc(Cl)cc1/C=C/c1ccc2ccccc2n1,20%,178%[activator],39%[activator],90%[activator],?,i,27%,-10%,2%
Cc1ccnc(NC(=O)c2cnc(Cl)c(Cl)c2)c1,-1%,26%,4%,-6%,3%,-9%,-1%,-1%,-12%
CCN1/C(=C\c2ccc3cc(C)ccc3[n+]2CC)Sc2cc(C)c(C)cc21,80%[activator],?,.,20µM*,.,-1%,?,0%,-1%
CC/C=C/C(=O)N1CC2(CC(c3cccc(NC(=O)CC(c4ccccc4)c4ccccc4)c3)=NO2)C[C@@H]1C(N)=O (stereo not given in full),15%,-7%,?,24%[12.7 µM],-92%,-9%,?,-11%,0%
Cc1cc(SCC(=O)Nc2nsc(-c3ccc(C(C)(C)C)cc3)n2)nc2ccccc12,19%,22%,-11%,-31%[59 µM],27%,-3%,-21%,-9%,-8%
CN(C)c1ccc(C(=O)N/N=C/c2cc(Br)cc(Br)c2O)cc1,6%,21%,-27%,41%[59 µM],50%[activator],i,?,-4%,17%
Cc1cccc(CSc2nc3sc(C)c(C)c3c(=O)n2Cc2ccco2)c1,-2%,15%,2%,19%[12.7 µM],11%,i,7%,-6%,.
CC(=O)c1cccc(NC(=O)C=C(C)C)c1,-1%,13%,1%,25%[59 µM],17%,-6%,-6%,-2%,-2%
Cc1ccc(OCC(=O)Nc2sc3c(c2C(N)=O)CCCC3)c(C(C)(C)C)c1,-1%,15%,2%,?,19%,.,-14%,-2%,3%
# (listing goes on)
SMILES,Pin1 inhibitor,HP1b binding inh,BAZ2B block,G9a block,POLI inh,PGK inhibitor,JMJD2A Tudor inh,BLM inh,GLS inhibitor
COc1cc(C2CC(=O)c3cnc(NC(=O)COc4ccccc4)nc3C2)cc(OC)c1OC (stereo not given),0%,35%,7%,12%[59 µM],-12%[58.9 µM],-6%,-11%,-11%,1%
CCOc1ccccc1NC(=O)c1nc(SC(C)C)ncc1Cl,6%,50%[activator],27%,56%[activator][59 µM],0%,i,9%,-6%,-5%
Cn1ncc([N+](=O)[O-])c1C(=O)Nc1ccn(Cc2ccccc2F)n1,-4%,19%,-28%,21%[59 µM],8%[58.9 µM],-7%,-16%,-3%,-4%
CCn1c(SCC(=O)NCCc2ccccc2)nc2sc3c(c2c1=O)CCN(C)C3,0%,17%,0%,?,?,-1%,-14%,2%,-16%
CCOC(=O)C(Cc1ccccc1)(NC(C)=O)C(=O)OCC,0%,21%,9%,8%[12.7 µM],16%,.,-10%,1%,5%
CC(=O)c1ccc(OCC(O)Cn2nnc3ccccc32)cc1 (stereo not given),1%,4%,-19%,9%,?,-10%,-11%,-1%,9%
Cc1ccc(C)c(S(=O)(=O)N/N=C/c2ccc(N3CCOCC3)cc2)c1,34%[activator],8%,-22%,1%[12.7 µM],16%,-6%,-34%,-2%,-2%
COc1ccc([N+](=O)[O-])cc1N(CC(=O)NCCC1=CCCCC1)S(C)(=O)=O,0%,50%[activator],-2%,-4%[59 µM],5%,0%,-22%[57.1 µM],-2%,-2%
COc1ccccc1CNC(=O)C1CCN(c2nnc(C)c3c(C)n(-c4ccccc4)nc23)CC1,15%,4%,-1%,-2%[59 µM],9%,.,-17%,-3%,-9%
COc1ccc(NC(=O)Nc2cccc3c2O[C@H](CN(C)C(=O)Nc2ccc(C(F)(F)F)cc2)[C@@H](C)CN([C@H](C)CO)C3=O)cc1,0%,49%[activator],.,.,0%,i,-22%,.,2%
O=C(N/N=C\c1ccc([N+](=O)[O-])s1)c1cncc(Br)c1,?,9%,3%,7%[59 µM],13%,-9%,-26%,0%,-7%
Cc1ccc(NC(=O)/C(C#N)=N/Nc2ccc(C(=O)O)cc2)c(C)c1,-2%,27%,-16%,-13%[12.7 µM],43%[activator],-5%,1%,-1%,0%
CCc1ccc([C@@H]2CC=C(C(=O)O)[C@H](c3cccc(Cl)c3)N2S(=O)(=O)c2ccc(C)cc2)cc1,.,28%,-34%,1%[2.33 µM],?,-15%,-8%,.,69%[activator]
N#CCC(=O)N/N=C/c1coc2ccccc2c1=O,45%[activator],24%,0%,.,?,-10%,-5%,-9%,-13%
O=c1c2c(-c3cccs3)csc2ncn1-c1ccc(Br)cc1,14%,56%[activator],0%[57.1 µM],-12%[12.7 µM],-7%,-2%,0%,-5%,5%
CC(C)CCNC(=O)c1cn(CC(C)C)c(=O)c2c1c1ccccc1n2C,2%,36%,-1%,2%,0%,-5%,-2%,-2%,-2%
COc1ccc2cc(N=Cc3nc(-c4ccc(C)cc4)oc3O)cnc2c1,1%,9%,0%,-5%,36%[activator],i,-27%,-1%,1%
CC(C)CCCC(C)CCOC(=O)CN1CCCC1 (stereo not given),-2%,34%,-1%,-12%,26%,-8%,-3%,-6%,5%
CCOc1ccc(N(CC(=O)NC2CCCCC2C)S(=O)(=O)c2c(C)noc2C)cc1 (stereo not given),2%,26%,2%,55%[activator],20%,2%,-6%,1%,1%
CC(=O)SC1CC(=O)N(c2ccc(C(C)(C)C)cc2)C1=O (stereo not given),-11%,28%,-2%,.,57%[activator],i,-6%,-2%,2%
Cc1ccccc1CSCC(=O)Nc1ccccc1Br,-1%,110%[activator],77%[activator],10%,-7%,-8%,98%[activator],-6%,-8%
COc1ccc(/C=N/NC(=O)c2ccc(NC(=O)c3cccc([N+](=O)[O-])c3)cc2)c(OC)c1,0%,11%,-3%,8%,129%[activator],-6%,-6%[11.4 µM],-6%,14%
COc1cc(-c2nnc(-c3cc(OC)c(OC)c(OC)c3)o2)cc(OC)c1OC,-3%,41%[activator],-4%,-12%[59 µM],10%,-2%,-6%,2%,-2%
CCOC(=O)N1CCN(C(=O)CCS(=O)(=O)c2cc3c(cc2Cl)NC(=O)CO3)CC1,-6%,50%[activator],6%,-4%,16%,i,3%,0%,-6%
O=C(NCCc1nc2ccccc2n1CCOc1cccc2ccccc12)C1CCCCC1,-1%,16%[57 µM],.,.,1%,.,-8%[57.1 µM],.,.
O=[N+]([O-])c1cccc(Cl)c1NCCNc1ncc(C(F)(F)F)cc1Cl,-12%,-12%,?,?,-3%,0%,-25%[11.4 µM],-4%,-2%
Cc1ccc(NC(=O)C(OC(=O)c2ccc(O)cc2)c2ccccc2)cc1Cl (stereo not given),1%,56%[activator],-8%,71µM*,17%,.,-12%,-13%,-8%
NC(=O)c1ccc(OCC2CCCO2)cc1 (stereo not given),34%[activator],8%,-8%,-3%,26%,6%,-8%,-2%,7%
Fc1cc(F)cc(-c2c(-c3ccccc3)ncc3ccc(F)cc23)c1,-7%,47%[activator],20%,-3%[0.501 µM],?,-6%,?,.,-2%
COc1ccc(CC(=O)NNC(=O)c2cc(C)oc2C)cc1OC,2%,24%,2%,-22%,6%,-5%,-10%,.,-1%

# Shown as a hit in G9a block (from the list above):
SMILES,Pin1 inhibitor,HP1b binding inh,BAZ2B block,G9a block,POLI inh,PGK inhibitor,JMJD2A Tudor inh,BLM inh,GLS inhibitor
CCN1/C(=C\c2ccc3cc(C)ccc3[n+]2CC)Sc2cc(C)c(C)cc21,80%[activator],?,.,20µM*,.,-1%,?,0%,-1%
Cc1ccc(NC(=O)C(OC(=O)c2ccc(O)cc2)c2ccccc2)cc1Cl (stereo not given),1%,56%[activator],-8%,71µM*,17%,.,-12%,-13%,-8%

# Quoted from the listing.
# G9a block result of CCOC(=O)C(Cc1ccccc1)(NC(C)=O)C(=O)OCC = 8%[12.7 µM]
# POLI inh result of CC(C)CCCC(C)CCOC(=O)CN1CCCC1 (stereo not given) = 26%

# Some of the compounds tested; rates above refer to the full screens.
